HCV core dimer: inhibitors of HCV core protein dimerization, primary screen, biochemical, TR-FRET, high-throughput | inhibition, % at 5 µM | 0.33% of 300,000 active | TR-FRET GST/Flag-core106 dimerization, 1536-well;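 active = inhibition above the mean of all tested compounds plus 3 SD, set per screening campaign, cut at about 45% in these data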
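System: GST-tagged and Flag-tagged HCV core protein residues 1-106 / Input: core106 proteins, GST 13.5 nM and Flag 17 nM / Buffer or medium: KF-containing HEPES buffer, pH 7.45, DTT, CHAPS, BSA / Probe or stimulus: Eu-anti-GST and XL665-anti-Flag labelled anti-tag antibodies / Schedule: 4 h, 22.5 °C incubation / Technique: TR-FRET 671 and 617 nm emission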
PP1 inh: PP1-alpha phosphatase inhibitors, primary screen, counter-screen for PP5 inhibitor project, biochemical, fluorescence, OMFP substrate, single point; Serine/threonine-protein phosphatase PP1-alpha catalytic subunit (Homo sapiens), P62136; purified PP1alpha; inhibition, % at 6.7 µM; 0.9% of 320,000 active; AID 2235, 2010;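 active = inhibition above the mean inhibition of all tested compounds plus 3 SD, computed separately for each screening campaign, cut at about 15% in these data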
Target sequence (P62136 whole entry, looked up): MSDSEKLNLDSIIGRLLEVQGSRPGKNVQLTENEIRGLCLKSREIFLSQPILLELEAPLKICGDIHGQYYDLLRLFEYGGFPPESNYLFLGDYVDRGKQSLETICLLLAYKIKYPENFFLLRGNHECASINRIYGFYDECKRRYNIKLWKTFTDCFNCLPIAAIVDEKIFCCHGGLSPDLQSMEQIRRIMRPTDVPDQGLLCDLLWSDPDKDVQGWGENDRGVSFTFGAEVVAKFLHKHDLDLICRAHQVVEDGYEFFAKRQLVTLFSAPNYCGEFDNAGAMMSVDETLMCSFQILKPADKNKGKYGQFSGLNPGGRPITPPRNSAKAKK
CTSL1 counter: Fasciola hepatica cathepsin L1 inhibitors, primary screen, counter-screen for PFM18AAP inhibitor project, biochemical, QFRET, fluorogenic peptide substrate; inhibition, % at 5.96 µM; recombinant F. hepatica cathepsin L1, Z-Leu-Arg-MCA fluorescence; AID 1906, 2009; 0.49% of 300,000 active;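 active = inhibition above the mean of all tested compounds plus 3 SD, set per screening campaign, cut at about 17% in these data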;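 note: 0% = plate median of test compound wells and 100% = 1 µM Z-Phe-Ala-diazomethylketone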
LYPLA2 inh: LYPLA2 inhibitors, primary screen, counter-screen for PME1 inhibitor project, biochemical, fluorescence polarization, FP-Rh probe ABPP | inhibition, % at 5.9 µM | AID 2177, 2009 | 0.38% of 320,000 active | Acyl-protein thioesterase 2 (Homo sapiens), O95372 | recombinant LYPLA2;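 active = inhibition above the screen-wide mean plus 3 SD, limit set per campaign, cut at about 26% in these data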;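 note: 0% = LYPLA2 with DMSO and 100% = wells lacking LYPLA2 enzyme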
Efflux pump inh: inhibitors of Candida efflux pumps in yeast, primary screen, S. cerevisiae, Nile Red, multiplex. S. cerevisiae Candida pump triplex. inhibition, % at 10 µM. 0.44% of 330,000 active;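 active = plate passing quality check with inhibition over a set limit, or well fluorescence over plate mean plus 4 SD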;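 note: Nile Red retained in pooled yeast measured as flow cytometry median fluorescence; 0% = buffer negative control and 100% = Enniatin B positive control; higher means more Nile Red kept so more efflux inhibition; some compounds called inactive have numbers as strong as hits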
GASC-1 inh: inhibitors of GASC-1 histone demethylase, primary screen, biochemical, fluorescence, DELFIA europium; GST-JMJD2C(1-420) H3K9me3 demethylation; inhibition, % at 2.35 µM; 0.069% of 330,000 active;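 active = more than half of a compound's replicate wells show inhibition beyond 50%, single wells judged on their own value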;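 note: signal counts dimethyl H3K9 product captured on neutravidin plate; 0% = median of DMSO wells and 100% = 0.3 times that DMSO median; strong numbers were not always called active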
PREPL inhibitor: PREPL enzyme inhibitors, primary screen, biochemical, fluorescence polarization; Prolyl endopeptidase-like (Homo sapiens), Q4J6C6; recombinant PREPL, fluorescence polarization activity-based probe; inhibition, % at 5.96 µM; 0.68% of 320,000 active; AID 2751, 2010; in the data active = inhibition above about 43%;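 note: 0% = enzyme with DMSO and 100% = wells lacking enzyme; many of its hits are not listed in these tables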
PP5 primary: PP5 phosphatase inhibitors, primary screen, biochemical, fluorescence; 0.18% of 320,000 active; purified PP5c, OMFP substrate fluorescence; Serine/threonine-protein phosphatase 5 (Homo sapiens), P53041; inhibition, % at 6.7 µM;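 active = inhibition above the campaign's mean inhibition across all tested compounds plus 3 SD, cut at about 9.5% in these data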;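 note: 0% = DMSO only and 100% = 100 µM cantharidin control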
Target sequence (P53041 whole entry, looked up): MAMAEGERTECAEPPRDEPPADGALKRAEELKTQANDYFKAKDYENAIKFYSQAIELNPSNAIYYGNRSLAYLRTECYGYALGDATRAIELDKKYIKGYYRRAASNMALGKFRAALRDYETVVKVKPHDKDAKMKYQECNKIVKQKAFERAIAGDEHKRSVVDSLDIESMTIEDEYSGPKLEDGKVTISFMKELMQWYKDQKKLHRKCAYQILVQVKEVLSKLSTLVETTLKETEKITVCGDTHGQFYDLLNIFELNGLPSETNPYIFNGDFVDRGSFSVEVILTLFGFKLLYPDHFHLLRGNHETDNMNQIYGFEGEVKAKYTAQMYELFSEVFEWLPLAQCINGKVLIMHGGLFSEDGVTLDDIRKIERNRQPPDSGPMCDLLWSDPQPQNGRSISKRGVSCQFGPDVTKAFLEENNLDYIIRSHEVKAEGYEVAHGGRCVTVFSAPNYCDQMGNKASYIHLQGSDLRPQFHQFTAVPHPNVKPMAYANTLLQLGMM
TPT1 inh: Candida albicans TPT1 enzyme inhibitors, primary screen, biochemical, fluorescence polarization. recombinant caTPT1, FP RNA substrate dephosphorylation. tRNA 2'-phosphotransferase TPT1 (Candida albicans SC5314). inhibition, % at 5 µM. 0.81% of 300,000 active;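 active = inhibition above the mean of all tested compounds plus 3 SD, set per screening campaign, cut at about 24% in these data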;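 note: plate controls were DMSO alone for no effect and ferristatin control at 100 nM for full effect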
* marks the source's active call; other numbers are inactive results; i = inactive; . = no result given; & = joins results of further samples.

compound | HCV core dimer | PP1 inh | CTSL1 counter | LYPLA2 inh | Efflux pump inh | GASC-1 inh | PREPL inhibitor | PP5 primary | TPT1 inh
O=C(O)c1cc(S(=O)(=O)N2CCOCC2)c[nH]1 | . | -3 | . | 0 | 0.0 | 3 | 11 | 2.6 | .
Cc1ccc(S(=O)(=O)NN2C(=O)/C(=C\c3ccc(Cl)cc3)SC2=S)cc1 | 13 | -1 | 3 | -4 | 0.0 | 3 | 5 | 0.2 | -2
CC(=O)NNc1nc(-c2ccccc2)c2cc(Br)ccc2n1 | -3 | 0 | 0 | 0 | 0.1 | -2 | 0 | 2.9 | 3
C[C@@]12C(=O)Nc3ccccc3C(=O)N1[C@H]1c3cc(Br)ccc3OC[C@@H]1[C@@H]2c1ccccc1 | 26 | 7 | -3 | -48 | -0.1 | -13 | -10 | -0.6 | -1
O=C(COC(=O)c1ccc(O)cc1O)NNC(=O)c1cccs1 | . | -2 | . | 4 | -0.1 | 7 | 1 | -2.1 | .
O=[N+]([O-])c1ccc(-n2cccc2/C=N/Nc2nc(N3CCCCC3)nc(N3CCCCC3)n2)cc1 | 0 | -3 | -1 | -1 | 0.0 | 1 | -1 | 0.2 | 1
Cc1cc(C)nc(NS(=O)(=O)c2ccc(Br)cc2)n1 | 1 | 1 | -3 | -1 | 0.1 | -7 | 6 | 0.2 | 5
Cc1ccc(NC(=S)N(CCN2CCOCC2)Cc2ccccc2F)cc1 | -5 | -1 | -1 | 7 | 0.0 | -2 | -4 | 0.3 | 2
CC(=O)NC(Cc1cc(C)ccc1C)C(=O)N1CCN(C(=O)c2ccccc2Br)CC1 (stereo not given) | -10 | -3 | 6 | 5 | -0.1 | 3 | 8 | 1.4 | -3
CCOC(=O)c1nn(-c2ccc(F)cc2)c(=O)cc1OCC(=O)Nc1ccc(F)c(F)c1 | 29 | -1 | 2 | 2 | -0.1 | -10 | 4 | -0.2 | 0
Cc1ccc(NC(=S)N(Cc2cccc(Br)c2)CC2CCC(C(=O)O)CC2)cc1Cl (stereo not given) | 21 | 4 | 0 | 1 | 0.1 | 12 | -6 | 1.4 | -2
CC(=O)Cc1nsc(NC(=O)c2ccc(Br)o2)n1 | -1 | -3 | 5 | -2 | 0.0 | 1 | 3 | 0.9 | 18
CC1=C(C(=O)Nc2cc(-c3cccc(F)c3)[nH]n2)C2(CCCCC2)OC1=O | 13 | 4 | -1 | -7 | 0.3 | -6 | 1 | 10* | -5
O=S(=O)(Cc1cc(NCc2ccccc2)nc(-c2ccncc2)n1)c1ccccc1 | 7 | -1 | 0 | -2 | 0.0 | 10 | -1 | 2.6 | -4
CCOC(=O)c1c(C)[nH]c(C(=O)OCC(=O)c2ccc(OC)cc2OC)c1C | -4 | 2 | 4 | 6 | -0.1 | 6 | 5 | 2.3 | 0
Cc1ccc(S(=O)(=O)N2CCN(C(=O)C3=COCCO3)CC2)cc1C | 2 | -2 | 1 | 8 | 0.0 | -4 | -3 | 0.9 | 0
COc1ccc(NC(=S)N2CCC(C(=O)c3ccc(OC)cc3)CC2)cc1 | 3 | -6 | 0 | 8 | -0.1 | -8 | -3 | 1.6 | 0
O=C(c1cccc(S(=O)(=O)N2CCCCCC2)c1)N1CCN(c2ccccc2F)CC1 | 4 | -1 | 1 | 10 | 2.3 | -6 | 14 | -0.2 | 4
COc1ccc(Cl)cc1-n1c(C)cc(C(=O)OCC(=O)N2CC(=O)Nc3ccccc32)c1C | 12 | 4 | 1 | -4 | -1.2 | 1 | -16 | 1.8 | -2
S=C(NCCc1ccc(Cl)cc1)NC1CCCCC1 | 4 | -3 | -2 | 1 | 3.0 | -85 | -11 | 4.3 | 0
O=S(=O)(Nc1ncccn1)c1ccc(Nc2ncnc3ccccc23)cc1 | -6 | -5 | 1 | -3 | 0.2 | 11 | -5 | 2.5 | -4
Cc1ccccc1C(=O)NCC(=O)OC(C)C(=O)Nc1ccnn1C(C)C (stereo not given) | -4 | -3 | 1 | 9 | 0.0 | 9 | -1 | -0.1 | -5
CC(=O)Nc1ccc(Nc2ccc(N3C(=O)CCCC3=O)cc2[N+](=O)[O-])cc1 | -6 | 3 | 3 | 0 | -0.2 | -3 | -7 | -1.5 | -1
CC(C)(C)NCc1cc(Cl)ccc1OCc1cccs1 | 1 | -3 | 1 | 1 | 0.0 | 5 | 32 | 3.6 | -4
COc1ccc(CC(=O)N2CCN(S(=O)(=O)c3cc(Cl)ccc3Cl)CC2)cc1 | . | -1 | . | 4 | 0.1 | . | 79* | 1.9 | .
COc1ccc(NS(=O)(=O)c2ccc(C)c(NC(=O)C3CCCO3)c2)cc1 (stereo not given) | . | -3 | . | 1 | 0.1 | -4 | 3 | 1.0 | .
CN(c1ccccc1)C(c1ccc(F)cc1)c1nnnn1CC1CCCO1 (stereo not given) | 1 | 3 | 0 | 1 | 0.0 | -15&-2 | 5 | 0.3 | 2
Cc1cc(=O)n2nc(N3CCCC(C(=O)NCc4ccccc4)C3)sc2n1 (stereo not given) | -4 | 2 | -1 | -2 | 0.0 | 1 | 4 | -1.6 | 1
CCOCCCNC(=O)/C(C#N)=C/c1cc(C)c(O)c(C)c1 | -5 | 1 | 0 | 8 | 0.1 | -5 | 1 | -0.7 | -1
O=C(Nc1ccc(Cl)cn1)c1ccc2nccnc2c1 | 19 | 0 | -3 | 5 | 0.3 | 2 | 6 | 3.0 | 7
CCN(CC)c1ccc(/C=N/NC(=O)c2ccc3nc[nH]c3c2)cc1 | -15 | -4 | 4 | 0 | -0.1 | 7 | 6 | -3.6 | -4
CC1=NNC(=O)C1Cc1ccccc1 (stereo not given) | 2 | -5 | -2 | -3 | -0.2 | -4 | -4 | -1.2 | -2
COc1ccc(N2CCN(C(=O)Cc3ncc(C(F)(F)F)cc3Cl)CC2)cc1 | -7 | -1 | -5 | 2 | 0.0 | 1 | 5 | 1.1 | -1
CCCOc1ccccc1C1CC(=O)NC2=C1C(=O)CCC2 (stereo not given) | -4 | -3 | -5 | -3 | -0.1 | -2 | -3 | 1.0 | 2
CN1C(=O)CSC1=Nc1cccc(C(=O)O)c1 | -1 | -1 | -3 | -5 | 0.2 | 20 | 0 | -0.9 | 2
CCCCCCSc1ccc([C@H]2N[C@@](Cc3ccccc3)(C(=O)OC)[C@H]3C(=O)N(CC)C(=O)[C@@H]23)cc1 | 7 | 4 | 2 | -6 | -0.1 | i | 2 | 0.8 | -1
O=C(COc1ccccc1Cl)Nc1nnc(S(=O)(=O)N2CCCC2)s1 | -6 | 2 | 2 | 5 | -0.6 | 4 | 12 | 0.5 | -2
c1ccc(CNc2nc(N3CCOCC3)nc(N3CCOCC3)n2)cc1 | 1 | 2 | -1 | 2 | 0.0 | -11 | 2 | 2.1 | 3
Cn1c(=O)n(C)c2cc(S(=O)(=O)NCc3ccco3)ccc21 | -9 | -10 | -6 | -8 | 0.1 | -1 | 5 | 2.3 | 0
COc1cc(CN2CCC(CCC(=O)NC3CC3)CC2)cc(Cl)c1OC | 1 | 0 | -2 | 5 | 0.1 | i | 6 | 1.0 | 0
CCC(=O)N1CCc2cc(S(=O)(=O)CCC(=O)Nc3cccc(C)n3)ccc21 | 8 | -4 | -1 | -2 | 0.0 | -10 | -3 | 0.8 | 1
CCOC(=O)c1sc2nc(C)n(CC(=O)NCC3CCCO3)c(=O)c2c1C (stereo not given) | -1 | -1 | 3 | -2 | 0.0 | 5 | 9 | -2.3 | -14
CCOc1cc(/C=N\NC(=O)Cn2nnc3ccccc32)ccc1O | 1 | 1 | 2 | -5 | -0.1 | 1 | 5 | 0.5 | -1
COc1ccc2c(c1)CCc1c-2n[nH]c1C(=O)O | -5 | -2 | -1 | 0 | 0.0 | 7 | -8 | 5.3 | 4
CCOC(=O)CSc1cn2c(n1)CCC2 | 3 | -2 | -3 | 0 | -0.1 | 11 | 10 | -3.3 | -1
COc1ccc(-c2cc(C)no2)cc1S(=O)(=O)N1CCCN(Cc2ccc(F)cc2)C1 | -2 | -2 | -3 | 2 | -0.4 | 4 | -3 | 1.1 | 1
CC(C)(C)Cc1nc(-c2ccccn2)no1 | -2 | -2 | -1 | 8 | 0.0 | 4 | 16 | 2.5 | -2

The list is partial, so the mix of outcomes need not match the whole.
